# BL2 CD40 inh – CD40 pathway inhibition in BL2 cells; BL2 NF-kB luciferase reporter, CD40L-induced, 4 h; inhibition, % at 10 µM; hit rate 0.94% among 83,000;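 active = mean inhibition of at least 50% with a set share of replicates also reaching that level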;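 note: 0% = neutral control wells and 100% = IKK inhibitor VII at 50 µM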
# * hit, by the source's call; [ ] = remark or other dose. Some of the compounds tested, so the mix of outcomes need not match the whole.
SMILES,BL2 CD40 inh
N#C[C@H]1[C@@H](c2ccccc2C2=CCCCC2)[C@@H](CO)N1C(=O)Nc1ccccc1F,8[25 µM]
NC(=O)c1ccsc1NC(=O)CCS(=O)(=O)c1ccc(F)cc1,8
Cc1cc(C)c2cc(C#N)c(NCCNC(=S)NCCCN3CCOCC3)nc2c1,22
C[C@@H]1CN([C@@H](C)CO)C(=O)c2cc(C3=CCCC3)cnc2O[C@@H]1CN(C)C(=O)Nc1ccc(C(F)(F)F)cc1,15[25 µM]
O=C(Nc1ccccc1Cl)N1C[C@@H]2[C@H](c3ccccc31)[C@@H](CO)N2Cc1ccncc1,-8[25 µM]
Cn1c(=O)c(=O)n(C)c2cc(S(=O)(=O)CCC(=O)Nc3ccccc3C(F)(F)F)ccc21,6
Cc1nc2ccccn2c1C(=O)NN=C1CCN(C)CC1,3
N#C[C@@H]1[C@@H](c2ccccc2)[C@H](CO)N1S(=O)(=O)c1cccc(F)c1,-3[25 µM]
CCOC(=O)N(C)C[C@H]1OCc2ccccc2-c2c(n(C)c3ccccc23)C(=O)N([C@H](C)CO)C[C@@H]1C,-8
Cc1ccnc(NC(=O)c2cccc(NC(=O)COc3ccccc3)c2)c1,-8
O=C(CN1CCOCC1)N[C@H]1CC[C@H](CCNC(=O)C2CCCC2)O[C@H]1CO,-4
CCC(=O)N1[C@@H](CO)[C@@H](c2ccccc2)[C@@H]1CN(C)C(=O)c1ccccc1F,-11[25 µM]
Brc1ccccc1-c1nnc2sc(-c3ccc4c(c3)OCCO4)nn12,2
COc1cccc(-c2cnc(C(O)c3ccccc3)[nH]2)c1 (stereo not drawn),38
O=S(=O)(c1ccccc1F)N1CCCCN2[C@H](C1)[C@@H](c1ccc(-c3cncnc3)cc1)[C@@H]2CO,-24[25 µM]
CC=Cc1ccc2n(c1=O)C[C@H]1[C@H](CO)[C@@H](C(=O)NCCc3ccncc3)N(CCC(F)(F)F)[C@@H]21 (mixture of isomers),-1[25 µM]
Cc1cc(NC(=O)c2ccc(Br)c([N+](=O)[O-])c2)no1,7
CCC(C(=O)OCC(=O)N(C)c1c(N)n(Cc2ccccc2)c(=O)[nH]c1=O)c1ccccc1 (stereo not drawn),4
CO[C@@H]1CN(C)C(=O)c2cc(NC(=O)C3CCC3)ccc2OC[C@@H](C)N(Cc2cccnc2)C[C@H]1C,2
O=C1CCCN1CC1CCN(Cc2nc(CC3CC3)no2)CC1,-12
C[C@H]1CN([C@@H](C)CO)C(=O)CCCn2cc(nn2)CO[C@H]1CN(C)S(=O)(=O)c1cn(C)cn1,3[25 µM]
CC1=CC(C)(C)NC(=S)N1c1ccc(N(C)C)cc1,-3
O=C(C[C@@H]1C[C@H]2c3cc(NC(=O)NC4CCCCC4)ccc3O[C@H]2[C@@H](CO)O1)NC1CCCCC1,1
CCOC(=O)Cc1ncccc1C(=O)Nc1ccc(Oc2ccccc2)cc1,5
CNc1cncc(-c2ccc(CN(C)C)cc2)n1,-19
SMILES,BL2 CD40 inh
O=C(Nc1ccc(Cl)c(S(=O)(=O)N2CCCC2)c1)c1cc(=O)[nH]c2ccccc12,37
O=C(Nc1nnc(C2CC2)o1)c1ccc(S(=O)(=O)N2CCCCC2)cc1,4
CCN(C[C@@H]1[C@@H](c2ccccc2)[C@H](CO)N1S(C)(=O)=O)C(=O)C1CCCC1,-7[25 µM]
O=C(NCC[C@H]1CC[C@H](NC(=O)c2ccccc2F)[C@H](CO)O1)c1cnccn1,-4[25 µM]
COc1ccc(NC(=O)CN(C)C(=O)c2c(-c3ccccc3Cl)noc2C)cc1,-8
O=C(CCCSc1nnc(Nc2ccccc2F)s1)N1CCOCC1,5
O=C(Nc1ccc(Oc2cccnc2)nc1)c1ccc(C(F)(F)F)cc1,-26
CNc1snc(C)c1C(=O)OC(C)C(=O)c1ccc(F)cc1 (stereo not drawn),1
CC(C)CC(=O)NCCc1ccncc1,14
O=C(NCC[C@@H]1CC[C@@H](NS(=O)(=O)Cc2ccccc2)[C@@H](CO)O1)C1CCCCC1,-2[25 µM]
COc1ccc(-n2cc(CNC3CCC(O)CC3)c(-c3cccc(F)c3)n2)cc1 (stereo not drawn),-6
CC1=C(C(=O)Nc2ccccc2C(F)(F)F)C(c2sccc2C)NC(=S)N1 (stereo not drawn),17
Cc1ccc(S(=O)(=O)Nc2cc(=O)[nH]c(SCC(=O)Nc3ccccc3Cl)n2)cc1,12
O=C(Nc1ccc2c(c1)OCO2)c1noc2c1CCCCC2,-32
CNc1ncc(-c2nnnn2-c2ccccc2)c(-c2ccccc2)n1,9
Cc1c(NS(=O)(=O)c2cccc(C(=O)NCc3ccccc3Cl)c2)c(=O)n(-c2ccccc2)n1C,1
CN(CC(=O)Nc1cccc(F)c1)C(=O)c1cc([N+](=O)[O-])ccc1N1CCOCC1,-13
CCN1CCc2nc3sc(C(=O)N4CCc5ccccc5C4)c(N)c3cc2C1,-47
COc1ccc(OC)c(C(=O)Cn2nnc3ccccc3c2=O)c1,0
COc1ccc(C#Cc2ccc3c(c2)[C@H]2[C@H](CCN2C(=O)CN2CCOCC2)[C@H](CO)N3C)cc1,-18[25 µM]
CO[C@H]1CN(C)C(=O)c2cc(NC(=O)C3CCC3)ccc2OC[C@H](C)N(Cc2ccc(F)cc2)C[C@H]1C,5
O=C(CCC(=O)N1CCN(S(=O)(=O)c2ccccc2Cl)CC1)c1ccccc1,10
COc1ccc(C(=O)Nc2ccc(Cl)cn2)cc1S(=O)(=O)N1CCCC1,-5
CCCNC(=O)N1[C@H](C#N)[C@@H](c2ccccc2-c2ccccc2)[C@@H]1CO,33[25 µM]
COc1ccc(NC(=O)N(C)C[C@@H]2OCc3ccccc3-c3c(n(C)c4ccccc34)C(=O)N([C@H](C)CO)C[C@H]2C)c(OC)c1,9[25 µM]

# Of the compounds above, these contain a nitro group on carbon:
SMILES,BL2 CD40 inh
Cc1cc(NC(=O)c2ccc(Br)c([N+](=O)[O-])c2)no1,7
CN(CC(=O)Nc1cccc(F)c1)C(=O)c1cc([N+](=O)[O-])ccc1N1CCOCC1,-13

# 3 entries from above, bar-delimited:
compound | BL2 CD40 inh
O=C(Nc1ccc2c(c1)OCO2)c1noc2c1CCCCC2 | -32
CNc1ncc(-c2nnnn2-c2ccccc2)c(-c2ccccc2)n1 | 9
Cc1c(NS(=O)(=O)c2cccc(C(=O)NCc3ccccc3Cl)c2)c(=O)n(-c2ccccc2)n1C | 1

# (continued)
SMILES,BL2 CD40 inh
Cc1cc2nc(N3CCN(C(=O)c4ccco4)CC3)sc2cc1C,-84
CCN(CC)C(=O)c1sc2nc(-c3ccccc3)ccc2c1N,-108
CN(C)/C=N/c1c(C(=O)NCc2ccccc2)nnn1Cc1ccccc1,5
Nc1cccc2c1nnn2C1OC(CO)C(O)C(O)C1O (stereo not drawn),12
O=C(Nc1ccc2oc(Cc3ccc(Cl)cc3)nc2c1)c1cccnc1,9
O=C(O)CC1(CC(=O)Nc2ccccc2N2CCOCC2)CCCC1,2
CN(C(=O)COC(=O)c1ccc(S(=O)(=O)N2CCCCCC2)cc1)c1ccccc1,14
CCN(CC(=O)Nc1c(F)cccc1F)C(=O)c1ccc(S(=O)(=O)NCc2ccco2)cc1,18
O=C(Nc1cccc(-c2nnc(-c3ccco3)o2)c1)c1ccccc1,-7
CCCNC(=O)N1[C@@H](CO)[C@@H](c2ccccc2)C12CN(CCC(F)(F)F)C2,6[25 µM]
COc1cc(-c2nc(-c3ccccc3)c(-c3cccs3)[nH]2)cc(OC)c1OC,1
O=C(c1ccc(Cl)c(S(=O)(=O)N2CCCC2)c1)N1CCN(c2ccccn2)CC1,4
CCN(c1ccccc1)S(=O)(=O)c1ccc(OC)c(NC(=O)c2ccccc2OC)c1,-4
N#Cc1ncc(C(F)(F)F)cc1Oc1cccnc1,11
O=C(CN1c2cccc3cccc(c23)S1(=O)=O)Nc1ccccc1,-1
CCCNC(=O)N(C)C[C@@H]1[C@@H](c2ccccc2)[C@H](CO)N1C(=O)c1ccccc1,-7[25 µM]
Cc1nn(C)c(C(=O)Nc2cccc(CN3CCOCC3)c2)c1Br,-9
CN1c2ccc(Br)cc2[C@@H]2[C@@H](CCN2C(=O)Cc2ccccc2)[C@H]1CO,7[25 µM]
Clc1cc2nc[nH]c2cc1Cl,-10
N#C[C@@H]1[C@@H](c2ccccc2)[C@@H](CO)N1C(=O)c1cc(Cl)cc(Cl)c1,8[25 µM]
CCc1ccc(OCC(=O)NNCC(=O)Nc2ccc(OC)cc2)cc1,14
Cc1noc(C)c1CN1C(=O)NC(Cc2ccccc2)(Cc2ccccc2)C1=O,10
Cc1cccnc1NC(=O)CN1C(=O)NC(C)(c2ccc3ccccc3c2)C1=O (stereo not drawn),-4
O=C(c1ccccn1)N1C[C@@H]2[C@H](c3ccccc31)[C@@H](CO)N2C(=O)Nc1ccccc1F,12
COCCn1nnnc1CN1CCSCC1,9
SMILES,BL2 CD40 inh
O=C(N/N=C/c1ccc(F)cc1)c1cc(-c2ccccn2)nc2ccccc12,3
COc1ccc2c(c1)CCc1c(C(=O)NCc3ccc(F)cc3)noc1-2,3
CC(C)C[C@H](NC(=O)[C@@H]1Cc2ccccc2CN1C(=O)OC(C)(C)C)C(=O)NCC1CCC(C(=O)O)CC1 (stereo partly drawn),1
CCOc1ccccc1N(C(C)=O)S(=O)(=O)c1ccc(Cl)cc1,7
Cc1cc(NC(=O)CN2C(=O)NC(c3ccccc3)(c3ccc(C)c(C)c3)C2=O)no1 (stereo not drawn),18
Cc1ccc(-n2cnnn2)c2cccnc12,2
C/C=C/c1ccc([C@@H]2[C@H](CO)N(C(=O)CC)[C@H]2CNC(=O)c2ccncc2)cc1,0[25 µM]
CCOC(=O)C1CCN(C(=O)c2ccc3c(=O)n4nc(Nc5ccccc5CC)sc4nc3c2)CC1,24
CCN(Cc1ccccc1)S(=O)(=O)c1ccc(OC)c2ncccc12,15
Cc1ccccc1-n1c(SC(C)C(=O)N2CCN(C)CC2)nc2ccccc2c1=O (stereo not drawn),6
CCCC(=O)Nc1ccc(C(=O)O)cc1NC(=O)CCC,6
CCOC(=O)C1(CCc2ccccc2)CCN(C(=O)CCn2cncn2)CC1,-93
CCN(Cc1ccccc1)S(=O)(=O)c1ccc(C(=O)N(CCCN(C)C)c2nc3cc(OC)ccc3s2)cc1,52*
COc1ccccc1-c1cc(NC(C)=O)c2ncc(-c3cccc(C(F)(F)F)c3)n2c1,-21
CO[C@H]1CC[C@H]2CCOc3ccc(C#N)cc3C(=O)N(C)CC3(CCCCC3)CC(=O)N(C)C[C@H]1O2,-1[25 µM]
CC(=O)N1[C@H](CO)[C@@H](c2ccccc2)[C@@H]1CN(CC(C)C)C(=O)c1ccccn1,-3[25 µM]
c1cc(-c2ccc(C3[C@H]4CNC[C@@H]3N4CC3CCCC3)cc2)ccn1 (stereo partly drawn),6
Cc1sc2ncn(CC(=O)NCCCC(=O)N3CCCCC3)c(=O)c2c1C,3
CN1CCN(C(=O)c2ccccc2Nc2ccc(SC(F)F)cc2)CC1,11
N#Cc1sc2nccc(Nc3ccccc3)c2c1N,13
COCCNC(=O)c1noc2c1CCc1cc(OC)ccc1-2,-92
CN(C)CCC(C(=O)c1ccccc1)c1cccnc1 (stereo not drawn),15
Cc1noc(C)c1CSCC(=O)Nc1nc(-c2ccc(F)c(F)c2)cs1,-2

# An excerpt of these results, as labelled records:
compound: C[C@H]1CN([C@@H](C)CO)C(=O)CCCn2cc(nn2)CO[C@H]1CN(C)S(=O)(=O)c1cn(C)cn1
  BL2 CD40 inh = 3[25 µM]

compound: CC1=CC(C)(C)NC(=S)N1c1ccc(N(C)C)cc1
  BL2 CD40 inh = -3

compound: O=C(C[C@@H]1C[C@H]2c3cc(NC(=O)NC4CCCCC4)ccc3O[C@H]2[C@@H](CO)O1)NC1CCCCC1
  BL2 CD40 inh = 1

compound: CCOC(=O)Cc1ncccc1C(=O)Nc1ccc(Oc2ccccc2)cc1
  BL2 CD40 inh = 5

# Structures above that contain an aryl thioether with sulfur outside any ring:
SMILES,BL2 CD40 inh
O=C(CCCSc1nnc(Nc2ccccc2F)s1)N1CCOCC1,5
Cc1ccc(S(=O)(=O)Nc2cc(=O)[nH]c(SCC(=O)Nc3ccccc3Cl)n2)cc1,12
Cc1ccccc1-n1c(SC(C)C(=O)N2CCN(C)CC2)nc2ccccc2c1=O (stereo not drawn),6
CN1CCN(C(=O)c2ccccc2Nc2ccc(SC(F)F)cc2)CC1,11

# From PubChem
